# Screening data deposited in PubChem BioAssay by several laboratories.
# PP1 inh: PP1-alpha (human) inhibition in PP5 counter-screen. purified PP1alpha, OMFP fluorescence. inhibition, % at 6.7 µM. 320,000 compounds, 0.9% hits. P62136;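 active means inhibition above the mean inhibition of all tested compounds plus 3 SD, computed separately for each screening campaign, cut at about 15% in these data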
# HCV core dimer: HCV core protein dimerization inhibition | TR-FRET GST/Flag-core106 dimerization, 1536-well | inhibition, % at 5 µM | 300,000 compounds, 0.33% hits;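 active means inhibition above the mean of all tested compounds plus 3 SD, set per screening campaign, cut at about 45% in these data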
#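 System: GST/Flag-tagged HCV core106 proteins. Incubation: compound-protein-antibody incubation 4 h at 22.5 °C. Technique: HTRF with 340 nm excitation, 617/671 nm emission. Medium: KF-containing HEPES buffer, pH 7.45, DTT, CHAPS, BSA. Read-out: inhibition (%) from 671 over 617 nm ratio. Also added: Eu(K)-anti-GST 90 ng/mL plus XL665-anti-Flag 1 µg/mL.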
# EBNA-1 inh: blocks EBNA-1 binding to DNA; EBNA-1 DNA binding, fluorescence polarization; inhibition, % at 14.8 µM; 300,000 compounds, 0.34% hits; in the data active means inhibition above about 28%
# Fh CTSL1 inh: blocks F. hepatica cathepsin L1 in PFM18AAP counter-screen; 300,000 compounds, 0.49% hits; recombinant F. hepatica cathepsin L1, Z-Leu-Arg-MCA fluorescence; AID 1906; inhibition, % at 5.96 µM;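 active means inhibition above the mean of all tested compounds plus 3 SD, set per screening campaign, cut at about 17% in these data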;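 further: 0% = plate median of test compound wells and 100% = 1 µM Z-Phe-Ala-diazomethylketone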
# ZTA counter: ZTA (EBV) inhibition in EBNA-1 counter-screen; P03206; ZTA-DNA binding, fluorescence polarization; inhibition, % at 11 µM; 320,000 compounds, 0.15% hits; in the data active means inhibition above about 33%
# Target sequence (P03206 whole entry, looked up): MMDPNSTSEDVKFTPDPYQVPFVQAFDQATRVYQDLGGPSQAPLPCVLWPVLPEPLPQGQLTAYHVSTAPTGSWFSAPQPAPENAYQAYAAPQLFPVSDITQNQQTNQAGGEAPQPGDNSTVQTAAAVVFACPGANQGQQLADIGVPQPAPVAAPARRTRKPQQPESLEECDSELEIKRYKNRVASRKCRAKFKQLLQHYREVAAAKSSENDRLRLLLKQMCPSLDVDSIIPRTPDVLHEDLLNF
# PREPL inhibitor: inhibits the human prolyl oligopeptidase-like enzyme | Q4J6C6 | recombinant PREPL, fluorescence polarization activity-based probe | inhibition, % at 5.96 µM | AID 2751 | 320,000 compounds, 0.68% hits; in the data active means inhibition above about 43%;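 further: 0% = enzyme with DMSO and 100% = wells lacking enzyme; many of its hits are not listed in these tables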
# Target sequence (Q4J6C6 whole entry, looked up): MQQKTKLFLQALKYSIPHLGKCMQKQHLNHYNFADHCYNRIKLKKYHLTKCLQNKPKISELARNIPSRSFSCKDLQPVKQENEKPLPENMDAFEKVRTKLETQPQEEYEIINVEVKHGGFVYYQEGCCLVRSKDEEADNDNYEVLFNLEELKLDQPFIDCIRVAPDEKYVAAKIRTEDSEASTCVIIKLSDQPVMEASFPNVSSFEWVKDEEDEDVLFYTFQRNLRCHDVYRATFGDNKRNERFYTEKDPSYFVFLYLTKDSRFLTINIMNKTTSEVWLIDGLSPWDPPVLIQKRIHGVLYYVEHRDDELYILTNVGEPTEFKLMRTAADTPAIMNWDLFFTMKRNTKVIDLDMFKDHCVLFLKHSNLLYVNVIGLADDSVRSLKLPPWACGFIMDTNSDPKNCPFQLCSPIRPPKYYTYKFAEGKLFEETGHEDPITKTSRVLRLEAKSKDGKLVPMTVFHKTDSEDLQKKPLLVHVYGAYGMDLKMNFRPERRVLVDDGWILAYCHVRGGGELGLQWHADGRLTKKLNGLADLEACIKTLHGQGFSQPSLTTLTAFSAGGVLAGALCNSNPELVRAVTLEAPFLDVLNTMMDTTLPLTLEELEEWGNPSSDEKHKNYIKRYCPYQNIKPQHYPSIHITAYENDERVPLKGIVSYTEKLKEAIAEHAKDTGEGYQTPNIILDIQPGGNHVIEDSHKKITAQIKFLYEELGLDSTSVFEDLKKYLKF
# PP5 primary: PP5 (human) phosphatase inhibition; P53041; purified PP5c, OMFP substrate fluorescence; inhibition, % at 6.7 µM; 320,000 compounds, 0.18% hits;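 active means inhibition above the campaign's mean inhibition across all tested compounds plus 3 SD, cut at about 9.5% in these data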;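 further: 0% = DMSO only and 100% = 100 µM cantharidin control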
# Efflux pump inh: blocks antifungal efflux pumps in multiplex yeast assay | S. cerevisiae Candida pump triplex, Nile Red efflux | inhibition, % at 10 µM | 330,000 compounds, 0.44% hits | AID 485275;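 active means plate passing quality check with inhibition over a set limit, or well fluorescence over plate mean plus 4 SD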;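 further: Nile Red retained in pooled yeast measured as flow cytometry median fluorescence; 0% = buffer negative control and 100% = Enniatin B positive control; higher means more Nile Red kept so more efflux inhibition; some compounds called inactive have numbers as strong as hits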
# TPT1 inhibitor: blocks Candida albicans tRNA 2'-phosphotransferase | recombinant caTPT1, FP RNA substrate dephosphorylation | AID 1962 | 300,000 compounds, 0.81% hits | inhibition, % at 5 µM;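 active means inhibition above the mean of all tested compounds plus 3 SD, set per screening campaign, cut at about 24% in these data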;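 further: plate controls were DMSO alone for no effect and ferristatin control at 100 nM for full effect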
# * marks the source's active call; other numbers are inactive results. An excerpt. The share of hits here may be higher or lower than overall.
SMILES,PP1 inh,HCV core dimer,EBNA-1 inh,Fh CTSL1 inh,ZTA counter,PREPL inhibitor,PP5 primary,Efflux pump inh,TPT1 inhibitor
CC(=O)c1cccc(NC(=S)NNC(=O)c2ccc(C)c([N+](=O)[O-])c2)c1,-1,8,11,8,12,7,0.0,0.0,4
CCn1nc([N+](=O)[O-])c(C(C#N)c2nc3ccccc3n2C)c(Cl)c1=O (stereo not given),-6,-12,-5,-4,5,14,3.4,0.5,-2
CCCCNC(=O)Nc1nnc(-c2ccc(OCC)cc2)o1,2,-3,-7,1,6,2,0.5,-0.1,-1
NS(=O)(=O)c1ccc(CCNC(=O)CN2C(=O)COc3ccc(S(=O)(=O)N4CCCC4)cc32)cc1,-3,-1,-4,-3,-8,-2,2.2,0.1,0
CC(C)CN(C(=O)COC(=O)CCc1nc2ccccc2s1)c1c(N)n(Cc2ccccc2)c(=O)[nH]c1=O,2,-3,-11,-30,-6,-7,-0.1,0.0,2
Cn1nnnc1SCCNC/C=C/c1ccccc1,1,-11,2,-3,13,4,0.2,0.0,-2
CC(=O)N1CCc2cc(S(=O)(=O)NC(C(=O)Nc3ccc4c(c3)OCCO4)C(C)C)ccc21 (stereo not given),-4,4,-2,6,-17,18,-2.2,-0.1,-5
Cc1ccc(S(=O)(=O)NCC(=O)NC2CCCCCC2)cc1,-4,-1,-7,1,3,-3,1.8,0.1,1
CCCC1(C(=O)OC)NC(c2ccc(OC)c(OC)c2)C2C(=O)N(c3cccc(C(C)=O)c3)C(=O)C21 (stereo not given),-2,2,5,1,3,4,-2.1,-0.2,-4
COc1cccc(C(=O)N2CCN(C(=O)c3ccc(-c4ccccc4)cc3)CC2)c1OC,-4,5,-5,0,8,17,-1.0,0.0,-2
COCCCNC(=O)c1ccc(S(=O)(=O)c2ccc(Cl)cc2)c(NC(C)=O)c1,-2,8,2,-1,-2,-4,-0.5,-0.1,2
NC(=O)c1ccc(N2CCCCC2)c(N2C(=O)CCC2=O)c1,-4,-2,3,-4,13,11,0.4,-0.1,-4
Cn1c(=O)c(C(=O)COC(=O)c2cc(C(F)(F)F)nc3c(C(F)(F)F)cccc23)c(N)n(CC2CC2)c1=O,2,0,-5,-2,19,3,3.8,-0.1,-3
CC12CCC(=O)N1C(C(=O)N1CCN(c3ccc(C(F)(F)F)cc3[N+](=O)[O-])CC1)CS2 (stereo not given),-2,-3,-4,3,-2,16,-0.3,0.3,-2
COc1ccc(OC)c(NC(=O)CC2SC(=Nc3ccc(F)cc3)N(CCC3=CCCCC3)C2=O)c1 (stereo not given),7,12,0,1,-3,-2,4.8,-0.1,1
O=C(CCNS(=O)(=O)c1ccc(Cl)cc1)Nc1ccncc1,-4,-19,-23,0,2,-6,2.1,0.0,0
CCOc1ccc(NC(=O)c2ccccc2NS(C)(=O)=O)cc1,-8,-3,2,2,2,9,-1.4,0.1,1
O=C(NCc1cccc(C(F)(F)F)c1)C1CCCN(c2cnccn2)C1 (stereo not given),-1,8,-1,3,4,2,0.3,-0.1,2
CC(=O)Nc1ccc(S(=O)(=O)c2ccc([N+](=O)[O-])cc2)cc1,-1,-4,6,0,7,27,0.4,-0.3,-1
O=C(CCCOc1ccc(Cl)cc1Cl)NN1CCOCC1,-1,-7,4,-1,4,4,1.4,0.6,-1

# Profiles as entered above. Screens in order: PP1 inh, HCV core dimer, EBNA-1 inh, Fh CTSL1 inh, ZTA counter, PREPL inhibitor, PP5 primary, Efflux pump inh, TPT1 inhibitor
# Cn1c(=O)c(C(=O)COC(=O)c2cc(C(F)(F)F)nc3c(C(F)(F)F)cccc23)c(N)n(CC2CC2)c1=O is listed as 2, 0, -5, -2, 19, 3, 3.8, -0.1, -3
# Cc1ccc(S(=O)(=O)NCC(=O)NC2CCCCCC2)cc1 is listed as -4, -1, -7, 1, 3, -3, 1.8, 0.1, 1
# CCn1nc([N+](=O)[O-])c(C(C#N)c2nc3ccccc3n2C)c(Cl)c1=O (stereo not given) is listed as -6, -12, -5, -4, 5, 14, 3.4, 0.5, -2
# Cn1nnnc1SCCNC/C=C/c1ccccc1 is listed as 1, -11, 2, -3, 13, 4, 0.2, 0.0, -2
# CC(C)CN(C(=O)COC(=O)CCc1nc2ccccc2s1)c1c(N)n(Cc2ccccc2)c(=O)[nH]c1=O is listed as 2, -3, -11, -30, -6, -7, -0.1, 0.0, 2

# New compounds follow
SMILES,PP1 inh,HCV core dimer,EBNA-1 inh,Fh CTSL1 inh,ZTA counter,PREPL inhibitor,PP5 primary,Efflux pump inh,TPT1 inhibitor
CCC(C)C(=O)Nc1cc(OC)c(OC)cc1C(=O)O (stereo not given),-2,-8,1,2,12,-6,-2.9,-0.2,3
N#CC1=C(N)C2=C(N3CCCCC3)CCCC2C1(C#N)C#N (stereo not given),1,-17,11,5,-5,6,-1.3,0.0,-3
COc1cccc(NC(=O)CN(C)C(=O)c2ccc3ccccc3c2)c1,4,-4,10,1,1,6,-0.1,-0.1,0
O=S1(=O)[C@H]2C[C@@H]3C=C[C@@]2(CN1Cc1ccc(Cl)cc1)O3,-1,0,0,1,-1,-13,2.5,0.1,2
O=C(Cn1nnc(-c2ccncc2)n1)N(C1CCCCC1)C1CCCCC1,0,3,-4,0,-3,-70,2.6,0.1,0
COc1ccc(N2CCN(S(=O)(=O)CCNC(=O)c3ccco3)CC2)cc1,-5,-4,-1,-22,-1,6,1.6,0.2,3
O=c1cc(Nc2ccc3c(c2)OCCO3)[nH]c(=O)n1-c1ccc(Br)cc1,-2,4,11,-1,3,-8,-0.7,-0.1,-4
CCCN1C(=O)C2(SC(NC(C)=O)=NN2C(C)=O)c2cc(C)cc(C)c21 (stereo not given),-3,-3,-1,4,3,1,1.9,-0.1,1
CCOC(=O)c1ccc(NC(=O)c2ccc(CN3CCOCC3)cc2)cc1,1,-1,5,5,2,-3,2.2,0.0,4
Cc1cccc(-n2c(CCn3nc(C)c([N+](=O)[O-])c3C)n[nH]c2=S)c1,-1,-2,0,3,2,3,1.9,-0.1,0
CN(C)C(=O)COC(=O)/C=C/c1ccccc1[N+](=O)[O-],-4,1,8,-7,9,6,-3.1,0.0,-1
Cc1csc(SCCn2c(Br)nc3c2c(=O)[nH]c(=O)n3C)n1,-4,-5,0,0,7,2,-0.3,0.0,2
O=C(CCC1CCCC1)NCc1ccccn1,-2,-2,5,-1,-1,-2,-1.5,-0.2,6
CS(=O)(=O)Nc1ccc(C2=NN(C(=O)c3ccccc3)C(c3cccs3)C2)cc1 (stereo not given),4,10,-10,-1,-13,-11,0.8,-0.2,-2
Cc1ccccc1C(CC(=O)c1cccs1)C(C#N)C#N (stereo not given),10,-8,-9,12,2,5,2.7,-0.3,3
Cc1cccc(NC(=S)N(CCN(C)C)Cc2cc3cc(C)cc(C)c3[nH]c2=O)c1,-3,-5,3,-3,-11,8,1.4,-0.2,4
CC(=O)c1cn(CCC(C)C)c(=O)[nH]c1=O,-5,7,2,-1,19,-5,2.4,-0.1,-3
CCC(C)c1ccc(O)c(NC(=O)c2ncn[nH]2)c1 (stereo not given),0,-4,6,0,-3,10,1.1,-0.5,-2
Cc1cc(F)ccc1S(=O)(=O)N1CCCOC1CNC(=O)C(=O)NCc1ccccn1 (stereo not given),2,-2,-4,2,-6,2,-0.2,0.0,-3
CCCOC(=O)c1c(NC(=O)C2C3C=CC(C3)C2C(=O)O)sc2c1CCC(C)C2 (stereo not given),-1,17,-5,4,6,18,1.1,0.1,3

# Structures shown so far that have an aryl thioether with sulfur outside any ring (two):
SMILES,PP1 inh,HCV core dimer,EBNA-1 inh,Fh CTSL1 inh,ZTA counter,PREPL inhibitor,PP5 primary,Efflux pump inh,TPT1 inhibitor
Cn1nnnc1SCCNC/C=C/c1ccccc1,1,-11,2,-3,13,4,0.2,0.0,-2
Cc1csc(SCCn2c(Br)nc3c2c(=O)[nH]c(=O)n3C)n1,-4,-5,0,0,7,2,-0.3,0.0,2

# Compounds above that have a COOH group:
SMILES,PP1 inh,HCV core dimer,EBNA-1 inh,Fh CTSL1 inh,ZTA counter,PREPL inhibitor,PP5 primary,Efflux pump inh,TPT1 inhibitor
CCC(C)C(=O)Nc1cc(OC)c(OC)cc1C(=O)O (stereo not given),-2,-8,1,2,12,-6,-2.9,-0.2,3
CCCOC(=O)c1c(NC(=O)C2C3C=CC(C3)C2C(=O)O)sc2c1CCC(C)C2 (stereo not given),-1,17,-5,4,6,18,1.1,0.1,3

# Additional entries:
SMILES,PP1 inh,HCV core dimer,EBNA-1 inh,Fh CTSL1 inh,ZTA counter,PREPL inhibitor,PP5 primary,Efflux pump inh,TPT1 inhibitor
COC(=O)c1c(NC(=O)c2ccccc2)sc(C(N)=O)c1C,3,3,5,4,15,1,2.6,-0.1,2
Cc1ccc(NS(=O)(=O)c2cc3c4c(cccc4c2)C(=O)NC3=O)cc1C,6,12,4,8,-16,45*,1.0,0.0,-8
N#CC1=C(N)C(C#N)(C#N)C(c2cccnc2)C2CCCC=C12 (stereo not given),-2,4,0,-5,8,17,-0.9,-0.1,-28
Cc1ccc(NC(=O)C2CCCN2C(=O)OCc2ccccc2)c(O)c1 (stereo not given),0,2,16,-3,1,-7,1.1,-0.1,-2
Cc1ccc(OCc2cc(C(=O)N(C)Cc3nccn3C)no2)cc1C,-4,-12,-7,-9,-18,24,-4.6,0.1,-1
Cn1ncc(Cl)c1C(=O)N1CCN(C23CC4CC(CC(C4)C2)C3)CC1,-2,-5,-6,-3,-3,-2,4.7,0.0,-4
CCOC(=O)/C(C#N)=C/NC(=O)NC(C)(C)C,-3,1,-1,-5,-15,13,1.6,0.0,0
CN1CCC(N(C)S(=O)(=O)c2ccc(Cl)cc2)CC1,-1,0,-9,-3,0,-13,-0.9,0.5,4
O=C(NCCCN1CCCCCC1)c1cc2c(=O)oc3ccccc3c2s1,5,-1,11,0,21,29,1.8,0.1,1
Clc1cc(NC2CCCCC2)ncn1,2,-14,-20,1,-5,12,3.4,0.0,0
CC1=CC(c2ccc(Cl)cc2)n2nc(NC(=O)c3ccccc3)nc2N1 (stereo not given),1,2,1,0,-15,-16,0.3,-0.2,-5
CC1CCN(CC(=O)c2c[nH]c3ccccc23)CC1,-2,-3,-14,1,5,-79,2.8,0.2,2
Cc1ccc(NC(=O)c2cccc(S(=O)(=O)N3CCN(c4ccccc4)CC3)c2)nc1,-1,4,2,-1,-2,-7,3.6,-0.2,-1
CCn1c(-c2nonc2NC(=O)c2ccccc2)nc2ccccc21,0,-1,-1,-1,10,1,3.2,-0.1,2
O=C(O)c1ccc(N2CCCCC2)cc1,0,3,-8,0,-7,-5,1.4,0.2,-1
CCOc1ccc(/C=N/NC(=O)C2(O)c3ccccc3-c3ccccc32)cc1,0,-1,17,0,-10,-2,-0.7,-0.1,-3
O=C(N/N=C/c1ccc[nH]1)c1cc2ccccc2cc1O,5,1,-16,-3,3,20,2.4,-0.1,2
COc1cccc(-c2c(C(=O)N/N=C/c3cccnc3)nnn2-c2nonc2N)c1,-2,-1,6,2,-9,8,-0.9,0.2,-6
O=C(O)c1cccnc1Nc1ccc(Cl)cc1,-3,-5,-5,-4,8,3,0.3,0.2,6
CC(=O)Nc1cc(-c2nn(C)c(=O)c3ccccc23)ccc1N1CCOCC1,-6,-3,-9,8,-6,17,-0.9,0.1,4
O=C1NC2(CCCCC2)C(=O)N1/N=C/c1ccc(O)cc1O,1,1,5,1,-6,-1,-0.2,-0.1,-2
